High-throughput results from PubChem BioAssay.
PfHsp40 rescue: rescue of yeast from PfHsp40 toxicity, primary screen, S. cerevisiae, ATP luminescence; hit rate 0.68% among 340,000; growth rescue, % at 12.5 µM; AID 504582, 2011; S. cerevisiae expressing PfHsp40, growth rescue; in the data active means growth rescue above about 28%, passing the limit was not always enough;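 further: yeast W303a lacking pdr1 and pdr3 grown in galactose medium; growth measured after three days at 30 °C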
DUSP3 inh: VHR1 phosphatase inhibitors, primary screen, biochemical, absorbance, uHTS; Dual specificity protein phosphatase 3 (Homo sapiens), P51452; recombinant VHR phosphatase, pNPP absorbance; inhibition, % at 13.3 µM; hit rate 0.52% among 290,000; in the data active means inhibition above about 50%; further: some compounds called inactive have numbers as strong as hits
Target sequence (P51452 whole entry, looked up): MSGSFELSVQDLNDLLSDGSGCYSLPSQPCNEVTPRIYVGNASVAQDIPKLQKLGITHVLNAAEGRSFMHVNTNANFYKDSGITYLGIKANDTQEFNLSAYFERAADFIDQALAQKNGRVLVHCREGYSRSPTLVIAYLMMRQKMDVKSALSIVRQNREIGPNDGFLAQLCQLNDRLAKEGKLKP
Anthrax LF prot: Bacillus anthracis LF protease inhibitors, primary screen, biochemical, multiplex microsphere, MLPCN library; AID 588501, 2011; inhibition, % at 10 µM; multiplex microsphere protease cleavage assay; hit rate 0.12% among 360,000; Lethal factor (Bacillus anthracis), P15917; in the data active means inhibition above about 30%; further: plate controls were buffer without enzyme for full effect and enzyme alone for no effect
SSB-PriA inh: inhibitors of Klebsiella pneumoniae PriA binding to SSB C-terminal tail, primary screen, biochemical, AlphaScreen. PriA–SSB C-terminal tail interaction (Klebsiella pneumoniae). AlphaScreen SSBct-PriA binding, biotinylated peptide. inhibition, % at 33 µM. hit rate 0.6% among 430,000. AID 1272365, 2023; in the data active means inhibition mostly above about 37%, no sharp cut-off; inactive means mostly below about 20%;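 further: plate controls were negative control peptide for no effect and reference peptide for full effect; strong numbers were not always called active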
TcdB GH inh: TcdB glycohydrolase inhibitors, primary screen, biochemical, single point, plate reader; Toxin B (Clostridioides difficile), P18177; TcdB glycohydrolase enzymatic assay; inhibition, % at 9.99 µM; hit rate 0.24% among 350,000; AID 652162, 2013; in the data active means inhibition above about 10%
BH1578 lux ind: inducers of Vibrio cholerae quorum light production without autoinducers, primary screen, BH1578 luxS cqsA deficient, single point. V. cholerae BH1578 lux reporter, luminescence, 6 h. AID 588436, 2011. activation, % at 18.7 µM. hit rate 0.16% among 350,000; in the data active means activation mostly above about 9.7%, no sharp cut-off; further: not every result past the cut was called active; inactives centre near 0; reference of the scale not given here
Yp Topo-I inh: Yersinia pestis topoisomerase I inhibitors, primary screen, biochemical, cleavage product accumulation, plate reader, single point | DNA topoisomerase I (Yersinia pestis CO92) | Y. pestis Topo-I cleavage product accumulation | activity, % at 10 µM | hit rate 0.064% among 360,000 | AID 504884, 2011; in the data active means activity above about 50%, passing the limit was not always enough; further: inactives centre near 2
Rv3671c inh: Rv3671c serine protease inhibitors, primary screen, biochemical, fluorescence polarization, M. tuberculosis H37Rv | inhibition, % at 5.96 µM | P9WHR9 | hit rate 0.048% among 320,000 | AID 2606, 2010; in the data active means inhibition above about 38%;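 further: extracellular domain of Rv3671c used as enzyme; 0% = enzyme with DMSO and 100% = no enzyme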
Target sequence (P9WHR9 whole entry, looked up, the tested form may be a part): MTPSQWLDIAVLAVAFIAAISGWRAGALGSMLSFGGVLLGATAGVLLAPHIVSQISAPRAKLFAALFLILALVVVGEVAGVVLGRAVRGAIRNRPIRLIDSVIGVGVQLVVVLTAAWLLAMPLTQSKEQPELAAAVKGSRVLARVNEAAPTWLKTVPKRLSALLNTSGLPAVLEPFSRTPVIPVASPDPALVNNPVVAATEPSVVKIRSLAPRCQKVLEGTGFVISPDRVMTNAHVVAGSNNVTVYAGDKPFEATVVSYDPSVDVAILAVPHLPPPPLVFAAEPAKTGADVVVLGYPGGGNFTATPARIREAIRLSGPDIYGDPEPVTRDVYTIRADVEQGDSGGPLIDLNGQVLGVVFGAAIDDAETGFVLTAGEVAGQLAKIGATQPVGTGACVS
MazEF act: activators of E. coli MazEF toxin-antitoxin RNase, primary screen, biochemical, fluorescence, uHTS; hit rate 0.32% among 350,000; FAM/BHQ RNA-DNA oligo cleavage fluorescence, 5 h; Endoribonuclease toxin MazF (Escherichia coli (strain K12)), P0AE70; activation, % at 20 µM; in the data active means activation above about 50%
Target sequence (P0AE70 whole entry, looked up): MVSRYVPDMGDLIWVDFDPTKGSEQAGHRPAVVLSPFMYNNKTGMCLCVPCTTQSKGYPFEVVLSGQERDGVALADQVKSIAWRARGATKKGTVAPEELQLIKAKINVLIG
3CLpro inhibitor: SARS-CoV 3CLpro protease inhibitors, primary screen, biochemical, quenched FRET; Replicase polyprotein 1ab (Severe acute respiratory syndrome coronavirus), P0C6X7; recombinant SARS-CoV 3CLpro, quenched FRET peptide cleavage; inhibition, % at 6 µM; hit rate 0.14% among 290,000; AID 1706, 2009; in the data active means inhibition above about 12%
* hit, by the source's call; i = inactive; nt = no result given. An excerpt; count on the stated rates, not on these rows.

SMILES | PfHsp40 rescue | DUSP3 inh | Anthrax LF prot | SSB-PriA inh | TcdB GH inh | BH1578 lux ind | Yp Topo-I inh | Rv3671c inh | MazEF act | 3CLpro inhibitor
CCC(C)(C)NC(=O)C(c1cccnc1)N(C(=O)c1csnn1)c1ccc(C)cc1 (stereo not given) | -0.8 | 23 | 5 | 8 | 1.1 | 1.8 | 9 | -9 | 8 | -1
O=C(COC(=O)c1ccc(Cl)nc1)Nc1ncc(Cl)cc1Cl | 0.2 | 22 | -1 | 5 | -0.5 | i | 12 | 7 | -3 | -1
c1ccc(CCc2ccccc2-c2nc(-c3ccccn3)no2)cc1 | 4.8 | 21 | -6 | -4 | nt | nt | 8 | -6 | -12 | 6
Cc1cc(O)c(N=Nc2ccc(C(=O)O)cc2)cc1C | -0.3 | nt | -1 | 6 | 1.2 | i | -3 | nt | -2 | nt
CCCCCOc1ccc(CN2CCOCC2)cc1Cl | 2.1 | -8 | -3 | -43 | nt | -0.2 | 12 | -14 | -7 | -3
Cc1oc(-c2cccs2)cc1C(=O)N1CCC(C)(C(=O)NS(=O)(=O)C2CC2)C1 (stereo not given) | nt | nt | -4 | nt | 0.1 | i | 5 | nt | nt | nt
C=C(C)C(COc1c2occc2cc2ccc(=O)oc12)OC(C)(C)C(O)COc1c2occc2cc2ccc(=O)oc12 (stereo not given) | -0.2 | nt | -6 | -10 | 1.3 | -0.3 | -3 | -4 | 6 | nt
CCOc1ccc(OCCN2C(=O)c3ccccc3C2=O)cc1 | 1.3 | 1 | -3 | -7 | 0.4 | -0.1 | 3 | 2 | 2 | -2
O=C(N/N=C/c1coc2ccc(Cl)cc2c1=O)c1ccncc1 | 0.0 | 8 | -2 | nt | 1.6 | nt | 2 | nt | 3 | -1
O=c1c(-c2ccc(O)cc2)coc2c([C@@H]3O[C@H](CO)[C@@H](O)[C@H](O)[C@H]3O)c(O)ccc12 | -0.3 | nt | -4 | -6 | 3.3 | -0.4 | -4 | -11 | 6 | nt
CCOc1ccc(CN(CC)C(=O)Cc2c[nH]c3ccccc23)cc1OC | -0.2 | 19 | 0 | 18 | 0.9 | -0.3 | 19 | -4 | 9 | 4
CCOc1ccccc1CN1CCCC(CNC(=O)Cc2ccc(OC)cc2)C1 (stereo not given) | 0.0 | 46 | -9 | 0 | -0.6 | -0.6 | 4 | -3 | 7 | -5
CC(c1ccco1)N(C(=O)c1ccc(Cl)c([N+](=O)[O-])c1)c1ccccn1 (stereo not given) | 0.8 | 27 | -6 | 4 | 0.6 | -0.1 | 9 | -10 | -1 | -3
CN(c1ccccc1)c1ccc(/C=N/N2CCOCC2)cc1 | 1.1 | 2 | -1 | nt | nt | 1.1 | 2 | -1 | -3 | 2
COc1cc(/C=N/NC(=O)C(=O)NCC2CCCO2)ccc1O (stereo not given) | -1.4 | -10 | -5 | nt | nt | i | -3 | 6 | 0 | 3
COC(=O)c1[nH]c2cccc(OC)c2c1NC(=O)CN1CCOCC1 | 52* | 11 | 2 | -14 | nt | 4.9 | 10 | 0 | -6 | -3
CCOc1ccccc1N(C)S(=O)(=O)c1ccc2c(c1)CCN2C(=O)CCC(=O)O | 0.7 | 17 | 6 | 9 | 1.1 | 0.1 | 5 | -1 | -8 | -4
COc1ccc(NC(=O)/C(Cl)=C(/Cl)S(=O)(=O)Cc2ccccc2)cn1 | -0.2 | 33 | 1 | -5 | nt | i | 4 | nt | 1 | -3
COc1ccc(S(=O)(=O)N2CCC(C(=O)N3CCCC3)CC2)cc1 | -0.3 | 15 | -4 | -2 | nt | -0.5 | 1 | -2 | 2 | -1
COc1ccc(/C=C2\C(=O)c3ccccc3OC2c2ccccc2)cc1 (stereo not given) | 0.0 | 22 | 4 | -1 | -0.6 | -0.3 | 6 | -9 | -11 | 5
O=C(CCNC(=O)c1ccc(Cl)cc1)Nc1ccc(S(=O)(=O)N2CCCCC2)cc1 | -0.3 | nt | nt | -2 | 2.3 | -0.6 | 19 | -1 | -1 | nt
Cc1cccc(C(=O)N/C(=C\c2ccc(C)o2)C(=O)O)c1 | -0.5 | 20 | 10 | -15 | 0.5 | i | 4 | -1 | 1 | 0
CCc1cc(C(=O)N2CCCc3ccccc32)sc1C | 11 | 14 | 0 | -19 | 1.0 | i | 26 | -2 | -2 | 5
COC(=O)[C@@H]1C[C@]2(Br)c3ccccc3N(S(=O)(=O)c3ccccc3)[C@@H]2N1C(=O)OC | -2.4 | nt | 1 | -13 | -6.9 | i | 23 | 1 | 6 | nt
Cc1ccnc2nc(C(=O)Nc3nnc(CC(C)C)s3)nn12 | -0.2 | 0 | -2 | -9 | nt | -0.3 | -3 | -1 | 3 | 1
O=C(CSc1ccc2c(c1)OCCO2)NC(=O)Cc1ccccc1 | -0.6 | -8 | -2 | -3 | 0.6 | i | 4 | 0 | -2 | 2
Cc1c(NS(=O)(=O)c2cc(C(=O)NCCc3ccc(F)cc3)cc(Cl)c2Cl)c(=O)n(-c2ccccc2)n1C | -0.7 | nt | -2 | 5 | 1.0 | i | 3 | nt | -6 | nt
COC(=O)c1ccc2c(=O)n(CCCCCC(=O)NCc3ccc4c(c3)OCO4)c(=O)[nH]c2c1 | -0.4 | 33 | -2 | -11 | nt | -0.3 | 9 | -3 | 1 | -5
Cc1ccc(C(=O)NCCSC2CCCCC2)cc1S(=O)(=O)Nc1ccccc1 | 4.3 | 10 | 0 | 3 | 1.6 | i | 6 | -27 | 10 | -3
COC(CN1C(=O)C(=O)/C(=C(/O)c2ccccc2)C1c1ccccn1)OC (stereo not given) | -1.1 | 26 | 0 | nt | 0.0 | i | 1 | 1 | 1 | 5
CCN(Cc1ccccc1)C(=O)c1oc2ccc(S(=O)(=O)N3CCOCC3)cc2c1C | -0.5 | -9 | -1 | 3 | -0.6 | i | 26 | -1 | 7 | -3
CCOC(=O)/C=C/C(=O)Nc1ccc(S(=O)(=O)Nc2cc(OC)nc(OC)n2)cc1 | nt | nt | 4 | nt | 5.2 | i | 4 | nt | 1 | nt
Cc1cccc(N(CC(=O)N/N=C/c2ccc(C(=O)O)cc2)S(=O)(=O)c2ccccc2)c1C | nt | nt | -1 | nt | -1.7 | -0.5 | 0 | 2 | 2 | nt
Cc1ccccc1OCCC(=O)OCC(=O)Nc1ccc(N2CCOCC2)cc1 | 7.5 | 5 | 1 | -5 | 3.7 | 0.1 | -7 | 0 | 6 | 1
O=C1CN(C(=O)c2ccccc2Br)C(c2ccc(F)cc2)c2cc(F)ccc2N1 (stereo not given) | 0.5 | 18 | 13 | 3 | 1.1 | i | 6 | 5 | 9 | 0
COC(=O)C(=Cc1ccc(-c2ccsc2C(=O)OC)o1)C(=O)OC | -1.2 | 18 | -4 | -4 | -0.8 | -0.3 | 2 | -14 | 1 | -3

Rewritten with two lines to a compound: entries from further up
Order of values – PfHsp40 rescue, DUSP3 inh, Anthrax LF prot, SSB-PriA inh, TcdB GH inh, BH1578 lux ind, Yp Topo-I inh, Rv3671c inh, MazEF act, 3CLpro inhibitor
> O=C(CSc1ccc2c(c1)OCCO2)NC(=O)Cc1ccccc1
  -0.6, -8, -2, -3, 0.6, i, 4, 0, -2, 2
> Cc1c(NS(=O)(=O)c2cc(C(=O)NCCc3ccc(F)cc3)cc(Cl)c2Cl)c(=O)n(-c2ccccc2)n1C
  -0.7, nt, -2, 5, 1.0, i, 3, nt, -6, nt
> COC(=O)c1ccc2c(=O)n(CCCCCC(=O)NCc3ccc4c(c3)OCO4)c(=O)[nH]c2c1
  -0.4, 33, -2, -11, nt, -0.3, 9, -3, 1, -5
> Cc1ccc(C(=O)NCCSC2CCCCC2)cc1S(=O)(=O)Nc1ccccc1
  4.3, 10, 0, 3, 1.6, i, 6, -27, 10, -3
> COC(CN1C(=O)C(=O)/C(=C(/O)c2ccccc2)C1c1ccccn1)OC (stereo not given)
  -1.1, 26, 0, nt, 0.0, i, 1, 1, 1, 5
> CCN(Cc1ccccc1)C(=O)c1oc2ccc(S(=O)(=O)N3CCOCC3)cc2c1C
  -0.5, -9, -1, 3, -0.6, i, 26, -1, 7, -3
> CCOC(=O)/C=C/C(=O)Nc1ccc(S(=O)(=O)Nc2cc(OC)nc(OC)n2)cc1
  nt, nt, 4, nt, 5.2, i, 4, nt, 1, nt
> Cc1cccc(N(CC(=O)N/N=C/c2ccc(C(=O)O)cc2)S(=O)(=O)c2ccccc2)c1C
  nt, nt, -1, nt, -1.7, -0.5, 0, 2, 2, nt
> Cc1ccccc1OCCC(=O)OCC(=O)Nc1ccc(N2CCOCC2)cc1
  7.5, 5, 1, -5, 3.7, 0.1, -7, 0, 6, 1
> O=C1CN(C(=O)c2ccccc2Br)C(c2ccc(F)cc2)c2cc(F)ccc2N1 (stereo not given)
  0.5, 18, 13, 3, 1.1, i, 6, 5, 9, 0
> COC(=O)C(=Cc1ccc(-c2ccsc2C(=O)OC)o1)C(=O)OC
  -1.2, 18, -4, -4, -0.8, -0.3, 2, -14, 1, -3

(cont.)
SMILES | PfHsp40 rescue | DUSP3 inh | Anthrax LF prot | SSB-PriA inh | TcdB GH inh | BH1578 lux ind | Yp Topo-I inh | Rv3671c inh | MazEF act | 3CLpro inhibitor
Cc1nn2c(NCc3cccnc3)c3c(nc2c1-c1ccccc1)CCC3 | 0.7 | 16 | -11 | -5 | 1.2 | -0.9 | 19 | 1 | 6 | -3
CCCCCCCC1CC(/C(C)=N/NC(N)=O)OC1=O (stereo not given) | 1.2 | -11 | -1 | nt | -6.9 | i | 1 | 5 | -2 | -1
O=C(Nc1cccc(C(=O)N2CCN(Cc3ccccc3)CC2)c1)c1ccccc1 | -0.6 | 3 | 1 | 6 | nt | -0.3 | 5 | 0 | 4 | 0
CC(C)(C)C(=O)Nc1ccc(Cc2ccncc2)cc1 | 0.8 | nt | -1 | -5 | 0.0 | -1.3 | 4 | -3 | -5 | -3
O=[N+]([O-])c1ccc2c(c1)C(O)n1nc(-c3ccccc3)nc1S2 (stereo not given) | 0.4 | 11 | 2 | -1 | 0.1 | -0.8 | -1 | 1 | 2 | 0
COc1ccc(N=C2C(=O)Nc3ccc(C)c(Br)c32)cc1 | -0.5 | 102 | -1 | -6 | 1.1 | i | -13 | -1 | 4 | 2
C=CCSc1nc2sc3c(c2c(=O)n1CC)CCC3 | 1.3 | 16 | 1 | -17 | 0.6 | 0.5 | 23 | -4 | -2 | -5
CCOc1ccc(OCC)c(S(=O)(=O)n2ccnc2C)c1 | 0.4 | 9 | 5 | -5 | 2.8 | -0.4 | -1 | -5 | -7 | 1
Cc1onc(-c2c(F)cccc2Cl)c1C(=O)OCc1nnc(-c2ccccc2)o1 | 1.5 | nt | 1 | -3 | 0.3 | -5.0 | 9 | -6 | -3 | nt
Cc1ccc(-n2nc3c(N4CCC(C(=O)NCCc5cccs5)CC4)nnc(C)c3c2C)cc1 | 0.3 | -13 | 4 | -3 | 1.1 | -12 | 25 | -7 | 16 | -5
COC(=O)c1c(NC(=O)CSc2n[nH]c(N)n2)sc(C)c1C | -0.4 | 15 | -1 | 3 | nt | 3.8 | 3 | -17 | 7 | -3
Nc1nccc(/C=C/c2c(Cl)cccc2Cl)n1 | 0.6 | 9 | -14 | 6 | 1.9 | -0.6 | 9 | -1 | 9 | -1
